# VEEV TC-83 Vero: inhibitors of VEEV TC-83 cytopathic effect, confirmation, Vero cells (AID 588727). Vero cells, VEEV TC-83 cytopathic effect inhibition; higher % means a stronger effect. one-dose inhibition, % at 20 µM; IC50 in µM for titrated hits. 350,000 compounds, 0.13% hits; in the data active means a potency from the dose series; inconclusive means inhibition mostly from about 14% at the one dose, without a potency; inactive means the rest, 99 in 100 with inhibition below about 12%; further: strong numbers were not always called active
# H1N1 NS1A inhibition: H1N1 influenza NS1A inhibitors, functional cell based assay (AID 504329) | NS1A functional cell-based assay, percent inhibition; higher % means a stronger effect | inhibition, % at 12.5 µM; hits with a dose series show IC50 in µM | 340,000 compounds, 0.3% hits; in the data active means a potency from the dose series; inconclusive means inhibition above about 27% without an active follow-up result; further: strong numbers were not always called active
# Salmonella PhoP GFP: PhoP regulon inhibitors, Salmonella typhi PhoP promoter GFP reporter, confirmatory (AID 1850). 310,000 compounds, 0.33% hits. Salmonella Typhi PhoP-promoter GFP reporter, fluorescence, 4 h; higher % means a stronger effect. inhibition, % at 50 µM; hits with a dose series show IC50 in µM; in the data active means a potency from the dose series; inconclusive means inhibition mostly from about 25% at the one dose, without a potency; inactive means the rest, 99 in 100 with inhibition below about 19%;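 further: 0% = induced wells with vehicle and 100% = uninduced wells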
# M. tuberculosis HTS: M. tuberculosis growth inhibition, HTS (AID 449762); M. tuberculosis H37Rv growth inhibition, 7H9 media; higher % means a stronger effect; one-dose inhibition, % at 25 µM; IC50 in µM for titrated hits; 330,000 compounds, 0.59% hits; in the data active means a potency from the dose series; inconclusive means inhibition above about 70% without an active follow-up result;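 further: bacterial growth assessed after seven days of incubation; strong numbers were not always called active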
# tuberculosis growth: growth inhibition of non-replicating M. tuberculosis (AID 488890) | Mycobacterium tuberculosis non-replicating, growth inhibition; higher % means a stronger effect | inhibition, % at 25 µM, or IC50 in µM where a hit was titrated | 320,000 compounds, 0.39% hits; in the data active means a potency from the dose series; inconclusive means inhibition mostly from about 82% at the one dose, without a potency; inactive means the rest, 99 in 100 with inhibition below about 76%;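 further: plate controls were DMSO cells for no effect and high antibiotic wells for full effect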
# VEEV TC-83 Vero 10K pilot screen: further read-out of VEEV TC-83 Vero, marked with its call; inhibition, %; measured here: 10K pilot screen inhibition
# Numbers without * were called inactive; i = inactive; u = inconclusive; x = no result given.
SMILES,VEEV TC-83 Vero,H1N1 NS1A inhibition,Salmonella PhoP GFP,M. tuberculosis HTS,tuberculosis growth,others
O=C(COc1ccc(F)cc1)N(c1ccccn1)C1CCCCC1,i,8%,-1%,4%,-6%,
COC(=O)N/N=C(\C)c1ccc(Br)cc1,1.4%,5%,-1%,-4%,12%,
CN(C)C(=O)Oc1ccc(-c2cn3cc(Cl)ccc3n2)cc1,i,17%,-4%,11%,4%,
COc1ccc(CCNC(=O)C23CCC(C)(C(=O)O2)C3(C)C)cc1OC (stereo unspecified),1.9%,-11%,-5%,-4%,-2%,
Cc1ccc(NC(=O)c2ccc(S(=O)(=O)NCc3ccco3)cc2)nc1,1.1%,-5%,-4%,1%,8%,
CC(=O)Oc1ccc(OC(C)=O)c(SCCCCCN2CCOCC2)c1,i,7%,3%,-8%,2%,
COc1cc2c(c(OC)c1OC)C(=O)CC2,0.1%,-18%,-1%,1%,-19%,
C=CCOc1ccc(/C(O)=C2/C(=O)C(=O)N(CCN3CCOCC3)C2c2ccc(C)cc2)cc1 (stereo unspecified),1.9%,-1%,8%,-12%,19%,
CCOc1ccc(NC(=O)CSc2nc3ccccc3c(=O)n2CCCC(=O)N2CCCC2)cc1,1.1%,1%,x,-3%,1%,
COc1ccc(Cc2nc3ccccc3n2CC(=O)N/N=C/c2ccccc2)cc1OC,i,-1%,-2%,8%,10%,
O=C(COc1ccccc1)N=C1SC2CS(=O)(=O)CC2N1c1ccc(F)cc1 (stereo unspecified),0.4%,-1%,-3%,-7%,-8%,
Cn1c(=O)[nH]c(=O)c2c1nc(SCC(N)=O)n2Cc1cccc(Br)c1,i,-9%,-8%,2%,-14%,
O=C(CCSCc1ccc(Cl)cc1)NCc1cccs1,0.6%,-5%,-3%,41%,u,
CN1CCCN(C(=O)C2CCC(C(=O)N3CCCN(C)CC3)CC2)CC1 (stereo unspecified),i,-10%,2%,0%,2%,
COc1ccc(-c2csc3ncnc(N4CCN(c5ccccc5O)CC4)c23)cc1,8.9%,16%,-8%,2%,4%,
COc1cc(OC)cc(C(=O)Nc2cc(C)nn2-c2ccccc2)c1,i,10%,-28%,7%,3%,
O=C(O)c1ccc(N2C(=O)CC(SC(=Nc3ccccc3)Nc3ccccc3)C2=O)cc1 (stereo unspecified),1.2%,21%,-5%,8%,-3%,
Cc1ccc(Oc2nc(-c3cccnc3)nc3ccccc23)c([N+](=O)[O-])n1,3.7%,-5%,4%,3%,x,
COc1ccc(C(=O)N(CN2CCCC2=O)c2ccccc2OC)cc1OC,1.2%,2%,-4%,-8%,12%,VEEV TC-83 Vero 10K pilot screen=1.7
COc1ccc(C(C#N)N2N=C(C)CC2c2ccccc2)cc1 (stereo unspecified),0.4%,-22%,-5%,2%,1%,
C=CCSc1nnc(NC(=O)CN2C(=O)NC3(CCCC3)C2=O)s1,0.8%,1%,2%,-1%,8%,
Cc1cc(NC(=O)CCSc2nc(-c3ccco3)cc(C(F)(F)F)n2)no1,i,-4%,-11%,4%,-8%,
COc1c(F)c(F)c(C(=O)Nc2ccc(NC(=O)Cc3ccccc3)cc2)c(F)c1F,0.8%,-10%,3%,3%,-8%,
C#Cc1ccc([C@@H]2C=C(C(=O)NCc3ccccc3)O[C@H](OCc3ccc(CO)cc3)C2)cc1,6.0%,1%,1%,10%,41%,
CC(C)Oc1ccc(/C(O)=C2/C(=O)C(=O)N(CCN3CCNCC3)C2c2cccc([N+](=O)[O-])c2)cc1 (stereo unspecified),i,25%,-2%,2%,5%,

# (continued)
SMILES,VEEV TC-83 Vero,H1N1 NS1A inhibition,Salmonella PhoP GFP,M. tuberculosis HTS,tuberculosis growth,others
Cc1nc(N2CCN(Cc3ccccc3)CC2)[nH]c(=O)c1C,3.3%,0%,0%,2%,23%,
O=C(CN1CCN(S(=O)(=O)c2ccc(Br)cc2)CC1)N/N=C/c1cc([N+](=O)[O-])ccc1Cl,5.2%,-1%,-2%,17%,8%,
CC(C)(C)c1ccc(-n2ncc3c2CCCC3NC(=O)CN2CCOC2=O)cc1 (stereo unspecified),3.1%,2%,-18%,2%,x,
CCCCCn1c(=O)[nH]c2cc(C(=O)NCCN3C(C)CCCC3C)ccc2c1=O (stereo unspecified),i,10%,-7%,-3%,59%,
Cc1ccccc1-n1c(=O)c2c(n3cnnc13)-c1ccccc1CC21CCCCC1,8.2%,-8%,-9%,7%,33%,
O=C(c1cccc(F)c1)N1CCCC(C(=O)N2CCCCC2)C1 (stereo unspecified),1.3%,7%,-17%,-1%,-19%,
CC(C)NC(=O)N(Cc1ccccc1)Cc1cccs1,u,2%,7%,-14%,0%,
Cc1ccc(S(=O)(=O)Nc2ccc3c(c2)nc(C)n3C)cc1,1.6%,14%,-7%,6%,6%,
O=C(NCCc1ccccc1)c1cccc(Br)c1,0.5%,-5%,19%,-1%,62%,
O=C(Nc1ccccn1)c1ccc2c(c1)OCO2,1.1%,5%,6%,5%,-2%,
CCN(C(=O)COC(=O)c1cc([N+](=O)[O-])ccc1N1CCOCC1)C1CCS(=O)(=O)C1 (stereo unspecified),1.8%,-1%,13%,-7%,-18%,
CC1CCCN(C(=S)NCCc2ccccc2)C1 (stereo unspecified),0.2%,4%,-1%,0%,38%,
Cc1ccc(-n2ncc3c(NNC(=O)c4cccs4)ncnc32)cc1,i,0%,4%,-5%,-9%,
C1CCC(NC2=NCCC2)CC1,0.3%,18%,-5%,-14%,-9%,VEEV TC-83 Vero 10K pilot screen=1.6
COC(=O)c1oc2c(c1C)C(=O)CCC2,1.3%,x,-2%,4%,-1%,
CCNC(=O)CSc1nnc(CN2CCCCCC2=O)n1-c1ccccn1,0.8%,-3%,-3%,0%,-8%,
Cc1ccn(CCC(=O)O)n1,1.6%,-10%,1%,-1%,0%,
CCOC(=O)c1ccc(CNC(=O)c2cc(C(C)(C)C)oc2C)o1,0.5%,-8%,-1%,-10%,16%,
Cc1cc(C)n(CCCNC(=O)COc2ccc([N+](=O)[O-])cc2)n1,i,9%,x,-3%,3%,
COCC(=O)Nc1nnc(COc2ccccc2)s1,3.5%,3%,-1%,-2%,-7%,
CS(=O)(=O)c1nc(-c2ccccc2)cc(C(F)(F)F)n1,11%,-9%,-6%,6.7µM*,u,
CCN(CC)S(=O)(=O)c1ccc(N2CCOCC2)c(NC(=O)c2cc([N+](=O)[O-])ccc2Cl)c1,1.2%,4%,-6%,5%,2%,
Cc1cccc(N2CCN(C(=O)CCCn3c(=S)[nH]c4cc5c(cc4c3=O)OCO5)CC2)c1C,i,-5%,-6%,u,20%,
N#Cc1ccccc1S(=O)(=O)N1CCN(CC(=O)NC(=O)NC2CCCCC2)CC1,5.5%,11%,-1%,-6%,7%,
C=CC[C@@H](CC(=O)N[C@@H](CO)Cc1ccccc1)C(=O)NC[C@H](OC(=O)[C@@H](CC=C)Cc1ccc(F)cc1)c1ccccc1,2.0%,-3%,x,8%,-1%,

# More results follow.
SMILES,VEEV TC-83 Vero,H1N1 NS1A inhibition,Salmonella PhoP GFP,M. tuberculosis HTS,tuberculosis growth,others
CC(C)C[C@H](NC(=O)Nc1cccc(Br)c1)C(=O)O,0.2%,6%,-4%,-1%,4%,
O=C(/C=C/c1ccc(Cl)cc1)N1CCN(c2ccccn2)CC1,1.2%,15%,1%,0%,0%,
CC(C)(C)NCC(O)COc1c(F)cc(Br)cc1F (stereo unspecified),i,5%,0%,-10%,1%,
O=C(c1cccc(S(=O)(=O)N2CCc3ccccc3C2)c1)N1CCN(c2ccccc2)CC1,4.0%,-2%,-4%,-10%,22%,
O=C(CN1CCC(NC(=O)Nc2ccc(F)cc2)CC1)Nc1ccccc1[N+](=O)[O-],9.3%,18%,4%,35%,26%,
COC(=O)c1cc(OC)c(OC)cc1NC(=O)CSc1ccc(C)cc1,i,4%,-3%,-1%,-7%,
Cc1nc(SCc2ccc([N+](=O)[O-])cc2)n[nH]1,0.6%,0%,-2%,1%,-5%,
Cn1cnnc1SCC(=O)c1cccc([N+](=O)[O-])c1,0.6%,1%,16%,8%,-7%,
COc1ccc(C2NC(=S)NC(C)=C2C(=O)c2ccccc2)cc1OC (stereo unspecified),1.6%,5%,-5%,-3%,3%,
Cc1ccc(S(=O)(=O)CCc2nnc(NC(=O)COc3cccc(C)c3)s2)cc1,i,-8%,6%,10%,0%,
Cc1cccc(C(=O)N[C@H](C(=O)OCC(=O)NC2CCS(=O)(=O)C2)C(C)C)c1 (stereo partly specified),1.0%,1%,-4%,4%,-6%,
CC1C(=O)NN=C1c1ccc([N+](=O)[O-])cc1 (stereo unspecified),0.0%,1%,x,x,x,
O=C(O)/C=C/C(=O)c1ccc2c(c1)CCc1ccccc1-2,u,-16%,4%,-1%,67%,
O=C1CN(C(=O)COC(=O)Cc2ccccc2)c2ccccc2N1,0.7%,-21%,-5%,-6%,2%,
CCOC(=O)c1c(C)c(C(=O)N2CCC3(CC2)OCCO3)c(C)n1CC,0.1%,-14%,-1%,-1%,2%,
COc1ccc(C(=O)Nc2cc3c4c(c2)C(C)C(=O)N4CCC3)cc1OC (stereo unspecified),9.5%,-11%,11%,5%,-4%,
Cc1ccnc2nc(C(=O)OCC(=O)c3ccc(Cl)cc3)nn12,0.6%,-8%,x,-8%,11%,
COc1cccc(OCc2nnc3n2N=C(c2ccccc2)C(CC(=O)O)S3)c1 (stereo unspecified),0.2%,5%,-1%,3%,-4%,

# Reprinted at random: 2 entries already listed.
SMILES,VEEV TC-83 Vero,H1N1 NS1A inhibition,Salmonella PhoP GFP,M. tuberculosis HTS,tuberculosis growth,others
COC(=O)c1cc(OC)c(OC)cc1NC(=O)CSc1ccc(C)cc1,i,4%,-3%,-1%,-7%,
O=C(CN1CCC(NC(=O)Nc2ccc(F)cc2)CC1)Nc1ccccc1[N+](=O)[O-],9.3%,18%,4%,35%,26%,

# Sorted by SMILES length (rising): part of the list above
SMILES,VEEV TC-83 Vero,H1N1 NS1A inhibition,Salmonella PhoP GFP,M. tuberculosis HTS,tuberculosis growth,others
CC(C)(C)NCC(O)COc1c(F)cc(Br)cc1F (stereo unspecified),i,5%,0%,-10%,1%,
CC1C(=O)NN=C1c1ccc([N+](=O)[O-])cc1 (stereo unspecified),0.0%,1%,x,x,x,
Cn1cnnc1SCC(=O)c1cccc([N+](=O)[O-])c1,0.6%,1%,16%,8%,-7%,
CC(C)C[C@H](NC(=O)Nc1cccc(Br)c1)C(=O)O,0.2%,6%,-4%,-1%,4%,
O=C(O)/C=C/C(=O)c1ccc2c(c1)CCc1ccccc1-2,u,-16%,4%,-1%,67%,
Cc1ccnc2nc(C(=O)OCC(=O)c3ccc(Cl)cc3)nn12,0.6%,-8%,x,-8%,11%,
COC(=O)c1cc(OC)c(OC)cc1NC(=O)CSc1ccc(C)cc1,i,4%,-3%,-1%,-7%,
COc1ccc(C2NC(=S)NC(C)=C2C(=O)c2ccccc2)cc1OC (stereo unspecified),1.6%,5%,-5%,-3%,3%,
CCOC(=O)c1c(C)c(C(=O)N2CCC3(CC2)OCCO3)c(C)n1CC,0.1%,-14%,-1%,-1%,2%,
COc1cccc(OCc2nnc3n2N=C(c2ccccc2)C(CC(=O)O)S3)c1 (stereo unspecified),0.2%,5%,-1%,3%,-4%,
Cc1ccc(S(=O)(=O)CCc2nnc(NC(=O)COc3cccc(C)c3)s2)cc1,i,-8%,6%,10%,0%,
N#Cc1ccccc1S(=O)(=O)N1CCN(CC(=O)NC(=O)NC2CCCCC2)CC1,5.5%,11%,-1%,-6%,7%,
O=C(CN1CCC(NC(=O)Nc2ccc(F)cc2)CC1)Nc1ccccc1[N+](=O)[O-],9.3%,18%,4%,35%,26%,
O=C(c1cccc(S(=O)(=O)N2CCc3ccccc3C2)c1)N1CCN(c2ccccc2)CC1,4.0%,-2%,-4%,-10%,22%,
Cc1cccc(C(=O)N[C@H](C(=O)OCC(=O)NC2CCS(=O)(=O)C2)C(C)C)c1 (stereo partly specified),1.0%,1%,-4%,4%,-6%,
C=CC[C@@H](CC(=O)N[C@@H](CO)Cc1ccccc1)C(=O)NC[C@H](OC(=O)[C@@H](CC=C)Cc1ccc(F)cc1)c1ccccc1,2.0%,-3%,x,8%,-1%,

# Screening results from PubChem.
